High-throughput results: PubChem, National Center for Advancing Translational Sciences (NCATS)
ELG1 repair inh = ELG1-dependent DNA repair inhibition; 2.3% of 330,000 active; HEK293T ELG1-luciferase reporter, luminescence, 16 h; DNA damage induced by 5-fluorouridine; AID 504467; Potency, µM (doses to about 46.1 µM), inactives show at the highest dose activity change, negative = inhibition, most hits filed as inhibitors; note: potency is the fitted concentration of half-maximal effect; % is set by controls: 0 for no effect and ±100 for the full control effect; nearly all actives have a fitted effect of over 55% in size
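Reporter activity after DNA damage by 5-fluorouridine is monitored. Compound-treated cells incubate 16 hr at 37 °C, then ONE-Glo is added for 30 min before luminescence reading.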
Mito fusion act = inhibitors of mitochondrial division or activators of mitochondrial fusion; Potency, µM (doses to about 46.1 µM), for inactives: top-dose growth rescue (activation), most hits filed as activators; 0.23% of 320,000 active; S. cerevisiae fusion-defective mutant growth rescue, CellTiterGlo 48 h;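 note: potency is the fitted concentration of half-maximal effect; % of control where 0% means no effect; nearly all actives have a fitted effect of over 45% in size; temperature-sensitive fusion mutants such as fzo1-1 at 37 °C on non-fermentable ethanol glycerol medium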
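S. cerevisiae fusion-defective temperature-sensitive mutants (e.g. fzo1-1, mgm1-5) grown 48 h at 37C in YPEG (ethanol/glycerol non-fermentable) medium with 23 nl compound per well; growth rescue read as CellTiterGlo luminescence.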
KCNH2 3.1 inh = KCNH2 3.1 (human) potassium channel inhibition | U2OS KCNH2 3.1, thallium flux FluxOr; stronger effect = lower value | activity change, % (tested at about 1.8 µM) | 0.95% of 340,000 active | AID 720553;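 active = maximum activity change below -70%; inconclusive = maximum activity change from -70% to -50%; inactive = maximum activity change above -50%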;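 note: thallium influx rate constant from kinetic fluorescence after stimulation buffer; % is set by controls: 0 for no effect and ±100 for the full control effect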
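We transduce U2OS cells with the mutant 3.1 virus, culture them overnight, load FluxOr with Red40 quencher for 45 min, then add stimulation buffer and read kinetically for 2 min to derive a normalized rate constant.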
Rab9 promoter act = activates the Rab9 promoter. 2.8% of 320,000 active. Potency, µM (series often up to 9.22 µM), for the others: at the top dose activation, negative = inhibition, usual class: activators. Huh7 Rab9 promoter-luciferase reporter, luminescence, 24 h; note: potency is the fitted concentration of half-maximal effect; % of control where 0% means no effect; nearly all actives have a fitted effect of over 60% in size
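Stable Rab9-luc Huh7, 1500 cells/well, 2 h settle; cmpd in DMSO, 24 h, 37 °C/5% CO2; luciferase reagent 10 min RT; luminescence.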
MBNL1 CUG block = MBNL1-poly(CUG) RNA binding inhibition; Q9NR56; TR-FRET MBNL1-His/biotin-(CUG)12 binding, 665/545 ratio; Potency, µM (highest dose often 57.5 µM), for inactives: at the highest dose activity change, negative = inhibition, hits mostly inhibitors; 0.036% of 280,000 active; AID 2675; active = well fitted inhibition curve with a large enough effect in the signal ratio, with a control signal flat, not every such curve was filed as active; inconclusive = small, poorly fitted or top-dose-only effect, or effect the other way, or a change in a side signal; inactive = no such curve, though single readings can be large or run the other way; the % refers to the signal ratio; note: potency is the fitted concentration of half-maximal effect; % is set by controls: 0 for no effect and ±100 for the full control effect
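Ratiometric TR-FRET (665 over 545 nm, excitation 340 nm) tracks disruption of MBNL1-His/biotin-(CUG)12 complex after 60 min at room temperature, with compounds at 92 nM to 58 uM final.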
Gal4-VP16 FLuc = inhibits Gal4-VP16 luciferase reporter, ROR gamma counter-screen | 3.5% of 310,000 active | Drosophila S2 Gal4-VP16 UAS-luciferase, luminescence, 20 h | AID 2546 | Potency, µM (highest dose often 53.6 µM), for the others: at the highest dose activity, negative = inhibition, usual class: inhibitors;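 note: Gal4-VP16 expression switched on by copper sulfate through the metallothionein promoter; potency is the fitted concentration of half-maximal effect; % is set by controls: 0 for no effect and ±100 for the full control effect; nearly all actives have a fitted effect of over 50% in size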
PKM2 act = PKM2 (human) enzyme activation; P14618; purified PKM2, Kinase-Glo ATP luminescence, activation; response scale: 0% is enzyme alone, no compound; Potency, µM (highest dose often 57.5 µM), for inactives: at the top dose activation, actives largely listed as activators; 0.34% of 260,000 active; AID 1631; note: potency is the fitted concentration of half-maximal effect; % is set by controls: 0 for no effect and ±100 for the full control effect; nearly all actives have a fitted effect of over 55% in size
Target sequence (P14618 whole entry, looked up): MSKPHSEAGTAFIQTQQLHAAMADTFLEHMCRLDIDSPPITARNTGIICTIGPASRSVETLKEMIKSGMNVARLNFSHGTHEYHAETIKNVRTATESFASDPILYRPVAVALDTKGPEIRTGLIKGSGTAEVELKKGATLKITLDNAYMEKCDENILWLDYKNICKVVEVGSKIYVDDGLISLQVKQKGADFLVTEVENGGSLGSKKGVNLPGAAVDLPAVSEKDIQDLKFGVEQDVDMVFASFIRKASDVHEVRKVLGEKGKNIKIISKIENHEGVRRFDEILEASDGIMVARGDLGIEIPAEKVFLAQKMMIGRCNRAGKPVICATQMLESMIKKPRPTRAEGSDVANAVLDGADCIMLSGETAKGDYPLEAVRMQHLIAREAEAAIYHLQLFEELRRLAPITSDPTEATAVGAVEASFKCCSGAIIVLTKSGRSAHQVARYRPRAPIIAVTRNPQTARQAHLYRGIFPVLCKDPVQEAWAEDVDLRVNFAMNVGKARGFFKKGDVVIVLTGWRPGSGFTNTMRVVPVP
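Purified hPK-M2 (>95% pure) converted ADP (0.1 mM final) to ATP with 0.5 mM PEP in 50 mM imidazole pH7.2, KCl, MgCl2, Tween 20, BSA; 1 h at room temperature. ATP detected by Kinase-Glo luminescence.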
NPC1 promoter act = NPC1 promoter activation; AID 485313; Huh7 NPC1 promoter luciferase reporter, 24 h; Potency, µM (titrated, usually from 9.22 µM), without a hit: at the top dose activation, actives largely listed as activators; 2.4% of 320,000 active;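 note: potency is the fitted concentration of half-maximal effect; % of control where 0% means no effect; nearly all actives have a fitted effect of over 60% in size; reporter is driven by a mutant NPC1 promoter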
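Huh7 reporter cells (NPC1 promoter driving luciferase) are dosed with compound for 24 h at 37 °C, 5% CO2; luciferase detection reagent is then added and luminescence measured after 10 min at ambient temperature.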
RORgamma inh = inhibitors of mouse ROR gamma transcriptional activity. 5.4% of 310,000 active. Potency, µM (series often up to 53.6 µM), for the others: at the top dose activity change, negative = inhibition, usual class: inhibitors. Drosophila S2 Gal4-RORgamma UAS-luciferase reporter, 20 h; note: potency is the fitted concentration of half-maximal effect; % is set by controls: 0 for no effect and ±100 for the full control effect; nearly all actives have a fitted effect of over 60% in size
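Drosophila S2 cells stably expressing Gal4-DBD/mouse RORγ fusion under metallothionein promoter plus UAS-luciferase; compound 1 h, then 700 uM CuSO4 induction for 20 h at ambient temperature; inhibition read as reduced luminescence.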
Menin MLL FP TR = inhibitors of human menin-MLL interaction, mutant MLL peptide | Menin + Texas Red MLL mutant peptide, fluorescence polarization | 0.23% of 270,000 active | Potency, µM (series often up to 61.6 µM), inactives show at the top dose FP activity change, negative = inhibition, actives largely listed as inhibitors | O00255; active = well fitted inhibition curve with a large enough effect in the polarisation, with a control signal flat, not every such curve was filed as active; inconclusive = small, poorly fitted or top-dose-only effect, or effect the other way, or a change in a side signal; inactive = no such curve, though single readings can be large or run the other way; the % refers to the polarisation; note: potency is the fitted concentration of half-maximal effect; % of control where 0% means no effect; many of its hits are not listed in these tables
FLuc counter = firefly luciferase modulation, counter-screen for miR-21 project. Potency, µM (top dose mostly 57.5 µM), inactives show at the top dose activity change, negative = inhibition, actives largely listed as inhibitors. 6.9% of 360,000 active. P08659. purified FLuc, Km substrates, luminescence inhibition. AID 588342;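 note: potency is the fitted concentration of half-maximal effect; plate controls were vehicle for no effect and reference inhibitor for full effect; nearly all actives have a fitted effect of over 55% in size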
Target sequence (P08659 whole entry, looked up): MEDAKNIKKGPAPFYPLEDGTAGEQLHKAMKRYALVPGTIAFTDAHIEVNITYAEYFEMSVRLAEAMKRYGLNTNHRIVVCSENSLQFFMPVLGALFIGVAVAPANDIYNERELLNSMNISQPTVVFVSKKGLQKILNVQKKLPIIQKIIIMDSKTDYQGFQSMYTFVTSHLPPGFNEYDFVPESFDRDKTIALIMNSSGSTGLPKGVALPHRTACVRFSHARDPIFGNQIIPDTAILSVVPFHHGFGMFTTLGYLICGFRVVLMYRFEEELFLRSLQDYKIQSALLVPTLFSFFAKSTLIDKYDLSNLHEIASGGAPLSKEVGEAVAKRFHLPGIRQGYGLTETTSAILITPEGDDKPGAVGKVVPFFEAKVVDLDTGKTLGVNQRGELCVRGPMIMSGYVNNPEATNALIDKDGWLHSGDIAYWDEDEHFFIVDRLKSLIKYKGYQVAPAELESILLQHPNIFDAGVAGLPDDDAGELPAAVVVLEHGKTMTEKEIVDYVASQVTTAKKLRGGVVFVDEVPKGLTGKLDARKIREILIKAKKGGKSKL
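Purified P. pyralis luciferase, 10 nM final, with Km-level 10 uM D-luciferin and 10 uM ATP in 50 mM Tris acetate pH 7.5, 10 mM Mg acetate, 0.01% Tween-20, 0.05% BSA; 6-point qHTS titration about 60 µM downward; luminescence read.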
Numbers without * were called inactive; ? = inconclusive; / = no result given; [ ] = another dose, or the depositor's remark. Unless noted, calls come from the whole dose curve; as a rule, active = well fitted curve in the direction sought with a large enough effect; inconclusive = small, poorly fitted or top-dose-only effect, or another doubt; inactive = no such curve, though single readings can be large; an effect the other way counts as inactive or inconclusive. The list is partial; count on the stated rates, not on these rows.

Sequence of screens: Rab9 promoter act	ELG1 repair inh	Mito fusion act	NPC1 promoter act	KCNH2 3.1 inh	PKM2 act	RORgamma inh	Menin MLL FP TR	FLuc counter	Gal4-VP16 FLuc	MBNL1 CUG block
- COc1ccc2c(c1)C(SCC(=O)NCc1ccccc1)CC(C)(C)O2 (stereo unspecified)
    -2%	-4%	-1%	1%	2	-1%	17%	6%	-1%	-1%	1%
- COc1ccc(OC)c(S(=O)(=O)NCc2ccc(N3CCN(C)CC3)cc2)c1
    -7%	-1%	0%	-1%	7	3%	-4%	/	0%	-3%	-6%
- CC(Sc1nc2ccc(Br)cc2[nH]1)C(=O)O (stereo unspecified)
    8%	9%	3%	0%	4	-8%	-9%	7%	?	-3%	5%
- COc1ccc(S(=O)(=O)N2CCN(c3nc(-c4cccnc4)nc4ccccc34)CC2)cc1
    -2%	?	30%	8%	-37	/	/	/	1%	/	/
- Cc1ccc(C2C(C(=O)c3cc4ccccc4o3)=C(O)C(=O)N2CCN2CCOCC2)cc1 (stereo unspecified)
    15%	-3%	-1%	-2%	-26	/	-8%	/	-2%	17%	127%[activator]
- COc1ccc(OC)c(NC(=O)C(=O)N/N=C/c2ccccc2[N+](=O)[O-])c1
    1%	4%	0%	0%	-1	6%	7%	?	1%	-3%	7%
- CCN(CC)C(=O)CSc1nnc(-c2cccnc2)n1CCc1ccccc1
    -2%	4%	0%	0%	-14	-8%	3%	3%	6%	-4%	-7%
- CCOC(=O)COc1ccc(S(=O)(=O)c2ccc(OCC(=O)OCC)cc2)cc1
    10%	13%	-4%	3%	-3	5%	2%	6%	1%	9%	-5%
- O=C(O)C1C2C=CC(C2)C1C(=O)Nc1cccc(Cl)c1 (stereo unspecified)
    1%	1%	6%	1%	-14	/	-9%	37%[activator]	-1%	-9%	-2%
- O=C(CSCc1ccc(Cl)cc1)Nc1cccc(C(=O)O)c1
    19%	?	-1%	20%	-2	-2%[11.5 µM]	0%	19%	?	-21%	-11%
- COc1ccc(C(=O)Nc2c(N)nc(SCC(=O)c3ccccc3)[nH]c2=O)cc1
    1%	4%	-3%	-9%	/	/	-18%	/	0%	-5%	-8%
- CCCOC(=O)c1ccc(Oc2cn[nH]c2-c2ccc(OCC)cc2O)cc1
    ?	?	24%	-4%	0	1%	10µM*	?	-1%	?	-7%
- COC(=O)CSc1nnnn1-c1ccccc1
    1%	0%	2%	1%	5	-4%	-26%	1%	1%	1%	-2%
- CCCSC1=C(C#N)C(c2ccc(Cl)cc2Cl)CC(=O)N1 (stereo unspecified)
    -2%	11%	?	0%	-15	7%	38%	56%[activator]	10%	0%	-4%
- O=C(OCc1c(Cl)cccc1Cl)c1cnccn1
    0%	10%	3%	2%	10	-3%	-2%	0%	1%	6%	-8%
- CC(=O)c1ccc(N=c2scc(C)n2C(C)C)cc1
    -4%	14%	5%	1%	12	1%	18%	7%	-19%	2%	8%
- CCOCC(=O)Nc1cccc(-c2nc3cccnc3s2)c1C
    1%	-25%	-1%	13%	8	-4%	32%	3%	17µM*	3%	-8%
- COC(=O)CNC(=O)C(NC(=O)OCc1ccccc1)C(C)C (stereo unspecified)
    -1%	4%	0%	-8%	2	1%	2%	-7%	0%	8%	/
- COc1ccc(OCc2nc(N)nc(Nc3ccccc3OC)n2)cc1
    17%	0%	-2%	0%	4	-6%	0%	1%	?	-7%	-6%
- COc1ccccc1NC(=S)NC(NC(=O)c1ccco1)C(Cl)(Cl)Cl (stereo unspecified)
    2%	12%	2%	-2%	1	-5%	18%	-25%	1%	-2%	-15%
- CCOc1ccc(C(=O)Oc2cc(C)[nH]c(=O)c2[N+](=O)[O-])cc1OCC
    0%	8%	2%	-1%	7	/	-18%	/	1%	-6%	-18%
- Cc1ccc2cc(C)c(SCC(=O)NCC3CCCO3)nc2c1 (stereo unspecified)
    0%	-2%	2%	1%	-6	0%	-45%	-14%	-2%	-10%	-2%
- O=C(CSc1nc2ccccc2[nH]1)NCc1ccccc1
    28%	?	-1%	26%	-20	-5%[11.5 µM]	37%	0%	-5%	-12%	-5%
- CCNC(=S)N/N=C/c1cccc(C)c1
    6%	?	-11%	21%	-10	3%	0.89µM*	-3%	?	0.89µM*	9%
- CC(Oc1ccc([N+](=O)[O-])cc1)C(=O)NCC1CCCO1 (stereo unspecified)
    -3%	4%	7%	-1%	9	-7%	-15%	/	5%	-5%	?
- CCCN(CCC)CCCNC(=O)CN1C(=O)CSc2ccc(S(=O)(=O)N3CCOCC3)cc21
    2%	-7%	2%	-9%	4	6%	-8%	-15%	-1%	-3%	-11%
- CCCOc1ccc(C2NC(=S)NC(C)=C2C(=O)c2ccccc2)cc1OC (stereo unspecified)
    -1%	-1%	-11%	-1%	-112*	-10%	?	1%	-1%	?	-3%
- O=C(O)CN1C(=O)c2ccc(C(=O)c3ccccc3)cc2C1=O
    -7%	30%	6%	-1%	11	/	-4%	-9%	0%	-8%	?
- O=C(NC(=O)c1ccccc1)OCC(F)(F)F
    4%	0%	-2%	-1%	12	2%	-1%	20%	1%	6%	-5%
- Cc1cc(F)ccc1S(=O)(=O)Nc1nc2ccccc2nc1Cl
    0%	?	31%	-12%	22	/	?	2%	-8%	0%	43%[activator]

Reformatted with each value named: part of the list above
> COc1ccccc1NC(=S)NC(NC(=O)c1ccco1)C(Cl)(Cl)Cl (stereo unspecified)
  Rab9 promoter act: 2% | ELG1 repair inh: 12% | Mito fusion act: 2% | NPC1 promoter act: -2% | KCNH2 3.1 inh: 1 | PKM2 act: -5% | RORgamma inh: 18% | Menin MLL FP TR: -25% | FLuc counter: 1% | Gal4-VP16 FLuc: -2% | MBNL1 CUG block: -15%

> CCOc1ccc(C(=O)Oc2cc(C)[nH]c(=O)c2[N+](=O)[O-])cc1OCC
  Rab9 promoter act: 0% | ELG1 repair inh: 8% | Mito fusion act: 2% | NPC1 promoter act: -1% | KCNH2 3.1 inh: 7 | PKM2 act: / | RORgamma inh: -18% | Menin MLL FP TR: / | FLuc counter: 1% | Gal4-VP16 FLuc: -6% | MBNL1 CUG block: -18%

Other results.
Sequence of screens: Rab9 promoter act	ELG1 repair inh	Mito fusion act	NPC1 promoter act	KCNH2 3.1 inh	PKM2 act	RORgamma inh	Menin MLL FP TR	FLuc counter	Gal4-VP16 FLuc	MBNL1 CUG block
- COC(=O)[C@H](Cc1ccccc1)NC(=O)C1(OC(C)=O)CC(OC(C)=O)C(OC(C)=O)C(OC(C)=O)C1 (stereo partly specified)
    -5%	2%	-15%	2%	20	/	-2%	-15%	0%	3%	-8%
- COc1ccccc1NC(=O)N1CCN(S(C)(=O)=O)CC1
    -5%	4%	-5%	-8%	-17	-11%	2%	2%	-1%	3%[10 µM]	1%
- Fc1ccc(NC(=S)N2CCOCC2)c(F)c1
    5%	-1%	2%	0%	-2	3%	0%	-5%	4%	-6%	-10%
- CN1CCN(C(=O)CCN2C(=O)/C(=C\c3ccc(Cl)cc3Cl)SC2=S)CC1
    -4%	0%	-3%	7%	5	-8%	30%	/	?	-2%	19%
- CN(C)c1ccc(C(=O)Nc2cccc(S(=O)(=O)NC3=NCCCCC3)c2)cc1
    26%	?	-4%	17%	11	/	/	/	/	/	/
- CC(c1ccccc1)N1C(=O)NC(NC(=O)C(C)(C)C)(C(F)(F)F)C1=O (stereo unspecified)
    -5%	-3%	-2%	1%	-9	-5%	7%	2%	5%	-4%	-16%
- CN(C(=O)COC(=O)C12CC3CC(CC(C3)C1)C2)c1c(N)n(Cc2ccccc2)c(=O)[nH]c1=O
    29%	4%	4%	2%	-9	/	/	/	3%	/	/
- O=C(Cn1c(=O)[nH]c2sc3c(c2c1=O)CCCC3)NCC1CCCO1 (stereo unspecified)
    0%	21%	5%	0%	20	1%[0.46 µM]	-1%	-3%	1%	-6%	-7%
- O=C(Nc1ccc(Br)cc1)c1ccc(N2C(=O)C3CC=C(Cl)CC3C2=O)cc1 (stereo unspecified)
    -6%	?	0%	-1%	-17	1%	28%	?	4%	9%	-5%
